# TcdB inh: TcdB glycohydrolase inhibition. P18177. TcdB glycohydrolase enzymatic assay, plate reader. inhibition, % at 9.99 µM. actives 0.24% (n = 350,000). AID 652162; in the data active = inhibition above about 10%
# Target sequence (P18177 whole entry, looked up): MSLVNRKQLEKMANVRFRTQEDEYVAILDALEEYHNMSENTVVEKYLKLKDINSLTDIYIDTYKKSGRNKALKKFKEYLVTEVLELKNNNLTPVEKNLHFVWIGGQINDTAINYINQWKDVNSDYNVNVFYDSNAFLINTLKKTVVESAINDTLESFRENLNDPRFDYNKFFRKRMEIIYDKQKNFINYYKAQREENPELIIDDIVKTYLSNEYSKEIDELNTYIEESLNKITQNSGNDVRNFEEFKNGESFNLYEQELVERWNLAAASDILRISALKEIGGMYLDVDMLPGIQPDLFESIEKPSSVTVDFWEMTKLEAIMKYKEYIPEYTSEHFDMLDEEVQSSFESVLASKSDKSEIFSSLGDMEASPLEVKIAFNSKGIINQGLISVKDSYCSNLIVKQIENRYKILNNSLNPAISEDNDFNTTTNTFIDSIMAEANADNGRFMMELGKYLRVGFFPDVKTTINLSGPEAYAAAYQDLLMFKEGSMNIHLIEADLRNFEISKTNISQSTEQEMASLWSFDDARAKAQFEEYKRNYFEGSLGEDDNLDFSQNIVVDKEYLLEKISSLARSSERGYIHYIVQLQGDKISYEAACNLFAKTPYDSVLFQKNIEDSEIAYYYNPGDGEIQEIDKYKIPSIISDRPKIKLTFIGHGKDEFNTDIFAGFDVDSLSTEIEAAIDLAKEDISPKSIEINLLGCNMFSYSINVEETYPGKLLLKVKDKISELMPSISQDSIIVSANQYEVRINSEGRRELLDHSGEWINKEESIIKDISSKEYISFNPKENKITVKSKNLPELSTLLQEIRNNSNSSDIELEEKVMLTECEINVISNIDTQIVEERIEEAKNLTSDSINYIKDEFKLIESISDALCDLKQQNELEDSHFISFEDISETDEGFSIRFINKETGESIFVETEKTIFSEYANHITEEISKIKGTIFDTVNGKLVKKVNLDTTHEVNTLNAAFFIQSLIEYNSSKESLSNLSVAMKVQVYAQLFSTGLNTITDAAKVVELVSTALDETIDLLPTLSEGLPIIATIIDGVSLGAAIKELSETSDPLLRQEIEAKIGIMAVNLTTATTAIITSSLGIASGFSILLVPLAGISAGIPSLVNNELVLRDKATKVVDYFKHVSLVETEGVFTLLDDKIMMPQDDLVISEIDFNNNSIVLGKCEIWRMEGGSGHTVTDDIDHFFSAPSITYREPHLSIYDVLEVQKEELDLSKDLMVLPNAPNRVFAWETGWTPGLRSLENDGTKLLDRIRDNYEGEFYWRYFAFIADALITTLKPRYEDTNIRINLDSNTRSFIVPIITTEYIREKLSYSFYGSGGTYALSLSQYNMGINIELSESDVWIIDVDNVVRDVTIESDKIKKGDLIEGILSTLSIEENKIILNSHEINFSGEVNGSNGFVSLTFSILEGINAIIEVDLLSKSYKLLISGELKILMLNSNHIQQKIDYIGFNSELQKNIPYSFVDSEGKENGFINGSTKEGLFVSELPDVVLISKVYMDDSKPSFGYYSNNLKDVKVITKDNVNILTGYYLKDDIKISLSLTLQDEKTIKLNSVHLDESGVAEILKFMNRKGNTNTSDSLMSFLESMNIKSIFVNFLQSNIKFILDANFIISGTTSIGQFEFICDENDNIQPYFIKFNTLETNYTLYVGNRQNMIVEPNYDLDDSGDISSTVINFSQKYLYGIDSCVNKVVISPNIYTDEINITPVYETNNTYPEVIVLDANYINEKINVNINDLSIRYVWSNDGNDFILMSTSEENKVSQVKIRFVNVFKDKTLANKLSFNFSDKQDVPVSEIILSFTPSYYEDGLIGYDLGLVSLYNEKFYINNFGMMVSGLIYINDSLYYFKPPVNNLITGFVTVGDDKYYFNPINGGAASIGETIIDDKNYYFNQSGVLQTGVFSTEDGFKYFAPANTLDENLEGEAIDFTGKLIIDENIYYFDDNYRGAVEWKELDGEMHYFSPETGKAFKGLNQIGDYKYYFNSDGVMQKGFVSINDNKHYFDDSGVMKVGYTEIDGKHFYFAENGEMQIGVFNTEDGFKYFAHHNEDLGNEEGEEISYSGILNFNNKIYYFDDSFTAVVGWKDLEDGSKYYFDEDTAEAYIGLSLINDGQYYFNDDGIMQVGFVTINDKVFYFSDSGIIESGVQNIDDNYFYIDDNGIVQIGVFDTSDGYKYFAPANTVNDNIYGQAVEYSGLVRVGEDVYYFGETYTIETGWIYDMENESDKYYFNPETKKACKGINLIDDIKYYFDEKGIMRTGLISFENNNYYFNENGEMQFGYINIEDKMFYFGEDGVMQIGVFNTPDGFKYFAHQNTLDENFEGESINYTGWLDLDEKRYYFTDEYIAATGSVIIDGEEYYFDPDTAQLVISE
# Numbers without * were called inactive. A portion of the library (hit frequency here may not be typical).
SMILES,TcdB inh
CCCN1[C@H](C(=O)Nc2nccs2)[C@@H](CO)[C@@H]2Cn3c(ccc(-c4ccccc4OC)c3=O)[C@@H]21,0.0
CC(C)CC#Cc1ccc2c(c1)O[C@@H](CN(C)Cc1ccccn1)[C@@H](C)CN([C@@H](C)CO)S2(=O)=O,1.5
O=C(N[C@H]1C=C[C@H](CC(=O)N2CCN(c3ccccc3)CC2)O[C@H]1CO)c1ccncc1,-9.1
COc1ccc(NC(=O)Nc2ccc3c(c2)C(=O)N([C@@H](C)CO)C[C@H](C)[C@@H](CN(C)S(=O)(=O)c2ccc(C)cc2)OCCCC[C@H](C)O3)cc1,-0.8
CCCNC(=O)C[C@@H]1CC[C@@H]2[C@H](COC[C@H](O)CN2C(=O)Nc2ccccc2OC)O1,-0.4
Cc1noc(C)c1S(=O)(=O)Nc1ccc2c(c1)C(=O)N([C@@H](C)CO)C[C@@H](C)[C@@H](CN(C)CC1CCCCC1)O2,-0.1
CNC(=O)C[C@H]1CC[C@@H]2[C@@H](COc3ccc(NC(=O)c4ccc(F)c(F)c4)cc3C(=O)N2C)O1,1.1
Cc1ccc(-c2cnc3c(c2)C(=O)N([C@@H](C)CO)C[C@@H](C)[C@@H](CN(C)Cc2ccccc2C(=O)O)O3)cc1,0.1
C[C@@H]1CN([C@H](C)CO)C(=O)c2cccc(NC(=O)c3nc4ccccc4s3)c2O[C@@H]1CN(C)C(=O)Nc1ccc(C(F)(F)F)cc1,-0.2
CCCNC(=O)Nc1ccc2c(c1)C(=O)N(C)[C@H]1CC[C@@H](CC(=O)NCCCN(C)C)O[C@@H]1CO2,-1.5
COCC#Cc1ccc2c(c1)O[C@H](CN(C)Cc1ccccc1F)[C@@H](C)CN([C@@H](C)CO)S2(=O)=O,0.4
C[C@H](CO)N1C[C@H](C)[C@H](CN(C)C(=O)NC2CCCCC2)OCCCC[C@H](C)Oc2ccc(N(C)C)cc2C1=O,-18.0
CCCN1[C@H](C(=O)N[C@@H](C)c2ccccc2)[C@@H](CO)[C@@H]2Cn3c(cccc3=O)[C@@H]21,0.4
N#Cc1cccc(-c2ccc([C@@H]3[C@@H](CO)N4CCCCN(C(=O)Nc5ccccc5)C[C@@H]34)cc2)c1,0.8
C[C@@H]1CN([C@@H](C)CO)C(=O)c2cc(NC(=O)CCCCCC(=O)Nc3ccccc3N)ccc2O[C@H]1CN(C)C(=O)Nc1cccc2ccccc12,1.6
C[C@@H]1CCCCO[C@@H](CN(C)Cc2ccccc2)[C@@H](C)CN([C@H](C)CO)C(=O)c2cc(NS(=O)(=O)c3cn(C)cn3)ccc2O1,-3.0
CCN1[C@@H]2c3ccc(C4=CCCC4)c(=O)n3C[C@@H]2[C@@H](CO)[C@@H]1C(=O)NCCCN(C)C,-0.3
O=C(Nc1ccc(F)cc1)N[C@H]1C=C[C@@H](CC(=O)N2CCCCC2)O[C@@H]1CO,-3.0
C[C@@H]1CN([C@H](C)CO)C(=O)c2cc(NC(=O)CCCN(C)C)ccc2O[C@@H](C)CCCCO[C@@H]1CN(C)Cc1ccc(C(=O)O)cc1,-4.9
C[C@@H]1CN([C@H](C)CO)C(=O)CCCn2nncc2CO[C@@H]1CN(C)C(=O)CCCN(C)C,0.2
O=C(C[C@@H]1C=C[C@H](NS(=O)(=O)c2ccccc2F)[C@H](CO)O1)NCCCN1CCOCC1,0.6
C[C@H]1CN([C@@H](C)CO)C(=O)Cc2cc(NC(=O)Cc3cn(C)c4ccccc34)ccc2O[C@@H]1CN(C)CC1CC1,-2.7
O=C(C[C@@H]1CC[C@@H](NS(=O)(=O)c2ccccc2)[C@@H](CO)O1)N1CCN(c2ccccc2)CC1,0.5
CCCN(C)C[C@@H]1Oc2cc(-c3ccc(OC)cc3)ccc2S(=O)(=O)N([C@H](C)CO)C[C@@H]1C,0.4
COc1cccc(C(=O)Nc2ccc3c(c2)OC[C@@H](C)NC[C@@H](C)[C@@H](OC)CN(C)C3=O)c1,-1.9

# Continuation:
SMILES,TcdB inh
Cc1noc(C)c1S(=O)(=O)Nc1ccc2c(c1)C(=O)N([C@H](C)CO)C[C@@H](C)[C@@H](CN(C)Cc1ccc3c(c1)OCO3)OCCCC[C@@H](C)O2,0.1
C[C@@H]1CN([C@@H](C)CO)S(=O)(=O)c2ccc(/C=C/c3ccccc3)cc2O[C@H]1CN(C)C(=O)C1CC1,1.5
Cc1noc(C)c1S(=O)(=O)Nc1ccc2c(c1)C(=O)N([C@H](C)CO)C[C@H](C)[C@H](CN(C)C(=O)Nc1ccc3c(c1)OCO3)OCCCC[C@@H](C)O2,0.1
CCCC#Cc1ccc2c(c1)O[C@H](CN(C)C(=O)c1ccccc1)[C@@H](C)CN([C@@H](C)CO)S2(=O)=O,1.5
CCC(=O)N1[C@@H]2Cn3c(cccc3=O)[C@H]1[C@@H](C(=O)NC1Cc3ccccc3C1)[C@@H]2CO,-0.4
C[C@H]1CCCCO[C@H](CN(C)S(=O)(=O)c2ccc(F)cc2)[C@@H](C)CN([C@@H](C)CO)C(=O)c2cc(NS(=O)(=O)c3cn(C)cn3)ccc2O1,-2.8
C[C@@H]1CN([C@@H](C)CO)C(=O)c2cc(-c3cccc(C(=O)N(C)C)c3)cnc2O[C@@H]1CN(C)C(=O)Cc1ccccn1,0.4
COc1ccccc1C#Cc1ccc2c(c1)O[C@H](CN(C)Cc1ccncc1)[C@@H](C)CN([C@@H](C)CO)S2(=O)=O,-4.0
C[C@H]1CN([C@@H](C)CO)C(=O)c2c(c3ccccc3n2C)-c2ccccc2CO[C@@H]1CN(C)S(=O)(=O)c1cn(C)cn1,-0.6
O=C(C[C@H]1C=C[C@H](NS(=O)(=O)c2ccccc2)[C@H](CO)O1)NCc1ccccc1F,0.5
C[C@@H]1CN([C@H](C)CO)C(=O)c2cccc(NC(=O)c3ccc(-c4nccs4)cc3)c2O[C@@H]1CN(C)Cc1ccncc1,-0.8
O=C(Nc1cc(Br)ccc1C(=O)NCc1cccc(O)c1)c1ccccc1,-6.2
C[C@@H]1CN([C@@H](C)CO)C(=O)c2cc(NC(=O)Nc3ccccc3)ccc2O[C@H]1CN(C)Cc1ccccc1,0.1
CC(C)CC#Cc1ccc([C@H]2[C@@H](CO)N3C(=O)CN(C(=O)NC4CCCCC4)C[C@H]23)cc1,-0.5
C[C@@H]1CN([C@H](C)CO)C(=O)c2cccc(NC(=O)C3CCOCC3)c2O[C@@H]1CN(C)S(=O)(=O)c1ccccc1,1.1
Cc1ccccc1S(=O)(=O)N[C@H]1CC[C@@H](CCn2cc(-c3ccccc3)nn2)O[C@H]1CO,-8.2
COc1ccc2c3c(n(C)c2c1)[C@@H](CO)N(S(=O)(=O)c1ccc(C)cc1)CC31CCN(C(=O)c2ccccn2)CC1,0.4
COc1cccc(NC(=O)N2CC(=O)N3[C@H](C2)[C@H](c2ccc(C#CC4CCCC4)cc2)[C@@H]3CO)c1,0.1
COc1ccc(NC(=O)Nc2cccc3c2O[C@@H](CN(C)C(=O)Nc2ccccc2)[C@H](C)CN([C@H](C)CO)C3=O)cc1,0.0
COc1ccc(NC(=O)Nc2ccc3c(c2)CC(=O)N([C@H](C)CO)C[C@H](C)[C@H](CN(C)C(=O)Nc2ccc(F)cc2)O3)cc1,-15.4
C[C@@H]1CN([C@@H](C)CO)C(=O)c2cc(NC(=O)NC3CCCCC3)ccc2O[C@H]1CN(C)S(=O)(=O)c1ccccc1,-0.3
COc1cccc(S(=O)(=O)N2CC3(CN[C@@H](CO)c4c3c3ccc(OC)cc3n4C)C2)c1,0.2
C[C@H](CO)N1C[C@H](C)[C@@H](CN(C)C(=O)c2ccc(F)cc2)Oc2ncc(C#C[C@@H](C)O)cc2C1=O,-0.1
Cc1ccccc1-c1cnc2c(c1)C(=O)N([C@@H](C)CO)C[C@H](C)[C@H](CN(C)CC1CCOCC1)O2,-1.5
O=C(C[C@H]1CC[C@@H]2[C@H](COC[C@H](O)CN2Cc2nccs2)O1)NCc1ccc(Oc2ccccc2)cc1,0.9

# A section taken from the entries so far, for reference:
SMILES,TcdB inh
CC(C)CC#Cc1ccc([C@H]2[C@@H](CO)N3C(=O)CN(C(=O)NC4CCCCC4)C[C@H]23)cc1,-0.5
C[C@@H]1CN([C@H](C)CO)C(=O)c2cccc(NC(=O)C3CCOCC3)c2O[C@@H]1CN(C)S(=O)(=O)c1ccccc1,1.1
Cc1ccccc1S(=O)(=O)N[C@H]1CC[C@@H](CCn2cc(-c3ccccc3)nn2)O[C@H]1CO,-8.2
COc1ccc2c3c(n(C)c2c1)[C@@H](CO)N(S(=O)(=O)c1ccc(C)cc1)CC31CCN(C(=O)c2ccccn2)CC1,0.4
COc1cccc(NC(=O)N2CC(=O)N3[C@H](C2)[C@H](c2ccc(C#CC4CCCC4)cc2)[C@@H]3CO)c1,0.1
COc1ccc(NC(=O)Nc2cccc3c2O[C@@H](CN(C)C(=O)Nc2ccccc2)[C@H](C)CN([C@H](C)CO)C3=O)cc1,0.0
COc1ccc(NC(=O)Nc2ccc3c(c2)CC(=O)N([C@H](C)CO)C[C@H](C)[C@H](CN(C)C(=O)Nc2ccc(F)cc2)O3)cc1,-15.4
C[C@@H]1CN([C@@H](C)CO)C(=O)c2cc(NC(=O)NC3CCCCC3)ccc2O[C@H]1CN(C)S(=O)(=O)c1ccccc1,-0.3
COc1cccc(S(=O)(=O)N2CC3(CN[C@@H](CO)c4c3c3ccc(OC)cc3n4C)C2)c1,0.2
C[C@H](CO)N1C[C@H](C)[C@@H](CN(C)C(=O)c2ccc(F)cc2)Oc2ncc(C#C[C@@H](C)O)cc2C1=O,-0.1
Cc1ccccc1-c1cnc2c(c1)C(=O)N([C@@H](C)CO)C[C@H](C)[C@H](CN(C)CC1CCOCC1)O2,-1.5
O=C(C[C@H]1CC[C@@H]2[C@H](COC[C@H](O)CN2Cc2nccs2)O1)NCc1ccc(Oc2ccccc2)cc1,0.9

# (listing goes on)
SMILES,TcdB inh
O=C(N[C@@H]1CC[C@@H](CCNC(=O)C2CCOCC2)O[C@@H]1CO)c1ccccn1,0.4
CCCC#Cc1ccc2c(c1)O[C@H](CN(C)S(C)(=O)=O)[C@@H](C)CN([C@H](C)CO)S2(=O)=O,1.2
CCS(=O)(=O)N1CCCCN2[C@H](CO)[C@@H](c3ccc(-c4ccc(C#N)cc4)cc3)[C@@H]2C1,-1.0
O=C(Nc1cccc(F)c1)N1CCCCN2[C@H](C1)[C@@H](c1ccc(-c3ccccc3F)cc1)[C@@H]2CO,0.7
C[C@@H]1CN([C@H](C)CO)C(=O)c2cc(NS(C)(=O)=O)ccc2O[C@@H]1CN(C)CC1CC1,-0.9
COCC(=O)Nc1ccc2c(c1)C(=O)N(C)C[C@@H](OC)[C@@H](C)CN(CC1CCCCC1)[C@@H](C)CO2,0.5
COc1ccc(S(=O)(=O)N(C)C[C@@H]2Oc3ccc(NC(=O)C4CC4)cc3C(=O)N([C@@H](C)CO)C[C@H]2C)cc1,0.3
C[C@H]1CN([C@@H](C)CO)C(=O)c2cccc(NC(=O)CCCCCC(=O)Nc3ccccc3N)c2O[C@H]1CN(C)C(=O)Nc1ccc2c(c1)OCO2,1.0
CC(=O)NC[C@@H]1[C@H](c2ccc(C3=CCCC3)cc2)[C@H](CO)N1C(=O)NC(C)C,0.1
COc1ccc(CN(C)C[C@@H]2Oc3ccc(NC(=O)CCC(F)(F)F)cc3C(=O)N([C@@H](C)CO)C[C@H]2C)cc1,0.0
O=C(NC1CCC1)[C@@H]1[C@@H](CO)[C@@H]2Cn3c(ccc(/C=C/c4ccccc4)c3=O)[C@@H]2N1Cc1cncnc1,0.3
COCC(=O)N1C[C@H]2[C@@H](c3ccccc31)[C@H](CO)N2Cc1ccccc1F,-3.0
CCCNC(=O)C[C@@H]1C[C@H]2c3cc(NS(=O)(=O)c4ccc(F)cc4)ccc3O[C@H]2[C@@H](CO)O1,-0.1
COC(=O)C[C@H]1CC[C@@H]2[C@H](COc3ccc(NC(=O)Nc4c(C)noc4C)cc3C(=O)N2C)O1,1.0
COc1ccc2c3c(n(C)c2c1)[C@H](CO)N(C(=O)c1ccccc1)CC31CN(C(C)=O)C1,0.6
CO[C@@H](CN(C)S(=O)(=O)c1ccc(C)cc1)[C@@H](C)CN(C(=O)Nc1ccccc1F)[C@@H](C)CO,0.2
O=C(Nc1ccc(F)cc1)N1CC(=O)N2[C@H](CO)[C@@H](c3ccc(-c4ccc(F)cc4)cc3)[C@H]2C1,0.5
C[C@H](CO)N1C[C@H](C)[C@@H](CN(C)Cc2ccc(C(F)(F)F)cc2)Oc2ccc(NC(=O)Nc3ccc(C(F)(F)F)cc3)cc2C1=O,0.3
CO[C@H]1CN(C)C(=O)c2ccc(NC(=O)c3ccccc3F)cc2OC[C@@H](C)NC[C@H]1C,1.5
C[C@H](CO)N1C[C@H](C)[C@H](CN(C)S(C)(=O)=O)OCCCC[C@H](C)Oc2ccc(NC(=O)Nc3ccc4c(c3)OCO4)cc2C1=O,-1.3
O=C(c1ccncc1)N1CC2(C1)[C@@H](c1ccccc1)[C@@H](CO)N2CC1CC1,0.3
COc1ccccc1-c1cnc2c(c1)C(=O)N([C@@H](C)CO)C[C@@H](C)[C@H](CN(C)C(C)=O)O2,1.1
CNC[C@@H]1Oc2ccc(NC(=O)Nc3c(C)noc3C)cc2CC(=O)N([C@@H](C)CO)C[C@@H]1C,0.6
C[C@@H]1CN([C@H](C)CO)C(=O)c2cc(C#C[C@@H](C)O)cnc2O[C@@H]1CN(C)C(=O)Nc1ccc(F)cc1,1.4
C[C@H]1CN([C@@H](C)CO)S(=O)(=O)c2ccc(C#CC3CC3)cc2O[C@H]1CN(C)C(=O)c1cccc(F)c1,0.7

# More compounds follow.
SMILES,TcdB inh
C[C@@H]1CN([C@@H](C)CO)C(=O)c2cc(NC(=O)Nc3cccc4ccccc34)ccc2O[C@@H](C)CCCCO[C@H]1CN(C)C(=O)Nc1ccc2c(c1)OCO2,-0.3
CC(=O)N1[C@H](CO)[C@@H](c2ccccc2)[C@@H]1CN(C)C(=O)C1CCC1,0.4
CN(C)C(=O)c1cc2c(c(-c3cccc(-c4ccccc4)c3)n1)[C@@H](CCO)N([S@](=O)C(C)(C)C)C2,-0.9
Cc1ccccc1-c1cnc2c(c1)C(=O)N([C@H](C)CO)C[C@H](C)[C@H](CN(C)Cc1cncnc1)O2,-0.1
COc1ccc(NC(=O)Nc2ccc3c(c2)C(=O)N([C@H](C)CO)C[C@H](C)[C@H](CN(C)C(=O)Nc2ccc(C(F)(F)F)cc2)O3)cc1,-0.6
C[C@@H]1CN([C@H](C)CO)C(=O)c2cccc(NC(=O)C3CC3)c2O[C@H]1CN(C)C,1.7

# Screening results as filed in PubChem BioAssay.
